NALP1 yeast inh: blocks the NALP1 inflammasome reconstituted in yeast; inhibition, % at 10 µM; AID 2071; S. cerevisiae NALP1/ASC/caspase-1 growth, X-gal OD620, 72 h; 0.61% of 280,000 active; in the data active means inhibition mostly above about 24%, no sharp cut-off; inactive means mostly below about 32%; further: some compounds called inactive have numbers as strong as hits
MEKK2 WT-MEK5: raises or lowers MEK5 binding to wildtype human MEKK2 PB1 domain; AID 1531; bead flow cytometry, Alexa488-MEK5 binding to MEKK2 WT; actives lie on both sides; 1.1% of 290,000 active; binding response (% of control), % at 10 µM; in the data active means binding response below about 67% or above about 130%
M18AAP inhibitor: blocks P. falciparum M18 aspartyl aminopeptidase. recombinant PfM18AAP, H-Glu-NHMec fluorogenic cleavage. inhibition, % at 7.35 µM. 1.2% of 290,000 active;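 active means inhibition above the campaign mean inhibition over all tested compounds plus 3 SD, cut at about 28% in these data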;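 further: 0% = plate median of test compound wells and 100% = 2 mM ZnCl2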
UBC9 SUMO inh: SUMOylation inhibition | P63279 | HTRF SUMOylation assay, SAE1/SAE2 + UBC9, in vitro | inhibition, % at 35 µM | 0.36% of 290,000 active; in the data active means inhibition above about 50%, passing the limit was not always enough; further: strong numbers were not always called active
MEKK3 PB1 HTS: modulators (inhibitors or enhancers) of MEK5 binding to human MEKK3 PB1 domain | Q99759 | bead-based flow cytometry, Alexa488-MEK5 binding to MEKK3; actives lie on both sides; 0 = blocked by unlabeled MEK5, 100 = vehicle | binding response (% of control), % at 10 µM | 1.4% of 290,000 active;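 active means binding response more than 3 SD above or below the average of its plate-row segment, actives on both sides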;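 further: Alexa488 bead fluorescence after subtracting the streptavidin-only scavenger bead signal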
MEKK2 mut-MEK5: signal of MEK5 binding to mutant human MEKK2 PB1 domain. bead flow cytometry, Alexa488-MEK5 binding to MEKK2 mutant. percent response, % at 10 µM. 0.35% of 290,000 active. AID 1530; in the data active means percent response above about 24%, passing the limit was not always enough; further: inactives centre near 1; some results filed as inactive read as strong as hits; reference of the scale not given here
IDE cell inh: cellular human IDE inhibition; P14735; HEK cells, FAbetaB cleavage, fluorescence polarization; inhibition, % at 5.59 µM; 0.41% of 320,000 active; AID 434962;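 active means percent inhibition above the average of all tested compounds plus 3 SD, set per screening campaign, cut at about 16% in these data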;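 further: IDE supplied by intact live HEK cells; FP after avidin binding of uncleaved biotin substrate so inhibition keeps polarization high; 0% = DMSO wells and 100% = 60 µM reference IDE inhibitor Ii1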
Target sequence (P14735 whole entry, looked up): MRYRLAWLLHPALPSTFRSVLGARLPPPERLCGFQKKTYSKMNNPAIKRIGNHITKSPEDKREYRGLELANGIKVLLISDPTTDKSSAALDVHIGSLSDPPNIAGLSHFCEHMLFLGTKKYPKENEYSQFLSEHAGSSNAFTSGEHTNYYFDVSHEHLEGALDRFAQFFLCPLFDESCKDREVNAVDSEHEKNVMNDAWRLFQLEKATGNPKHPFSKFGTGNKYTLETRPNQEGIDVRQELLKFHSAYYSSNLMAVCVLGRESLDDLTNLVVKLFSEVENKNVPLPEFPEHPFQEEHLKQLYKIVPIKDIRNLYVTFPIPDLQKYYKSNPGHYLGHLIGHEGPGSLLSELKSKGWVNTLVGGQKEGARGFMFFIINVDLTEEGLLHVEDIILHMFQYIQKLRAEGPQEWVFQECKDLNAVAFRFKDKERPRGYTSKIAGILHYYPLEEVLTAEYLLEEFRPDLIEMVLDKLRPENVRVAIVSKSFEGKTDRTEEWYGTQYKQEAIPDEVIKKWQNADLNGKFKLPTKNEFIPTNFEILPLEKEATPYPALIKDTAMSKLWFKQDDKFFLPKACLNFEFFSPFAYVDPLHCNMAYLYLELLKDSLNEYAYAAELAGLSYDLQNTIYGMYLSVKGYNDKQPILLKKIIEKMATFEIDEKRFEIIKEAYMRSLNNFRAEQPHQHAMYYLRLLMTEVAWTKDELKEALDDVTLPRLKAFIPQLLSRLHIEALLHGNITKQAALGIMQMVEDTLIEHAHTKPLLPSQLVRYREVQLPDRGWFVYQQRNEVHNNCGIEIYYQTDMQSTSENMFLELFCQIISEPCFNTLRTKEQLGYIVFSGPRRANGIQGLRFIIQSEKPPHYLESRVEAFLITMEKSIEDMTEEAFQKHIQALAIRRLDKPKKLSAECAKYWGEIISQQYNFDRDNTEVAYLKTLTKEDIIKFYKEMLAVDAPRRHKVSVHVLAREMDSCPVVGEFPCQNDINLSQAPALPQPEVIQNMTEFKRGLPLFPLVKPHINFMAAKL
IDE act: boosts human insulin-degrading enzyme activity in HEK cells | P14735 | FAbeta-B cleavage, fluorescence polarization; 0% vehicle, 100% cell-free pure enzyme wells | activation, % at 5.96 µM | 0.073% of 340,000 active;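 active means activation above the mean of all tested compounds plus 3 SD, set per screening campaign, cut at about 17% in these data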
pCIP destab: p/CIP protein destabilization | F442A p/CIP-EGFP cells, EGFP fluorescence, 16 h | Q05BA5 | decrease of EGFP signal, % at 10 µM | 0.01% of 290,000 active;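 active means EGFP signal decrease of at least 30% at 10 µM or well 3 SD below plate mean, unless failing retest; inactive means the rest, including hits failing retest or dose response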; further: some compounds called inactive have numbers as strong as hits; many of its hits are not listed in these tables
Active calls of the source: *; x = not tested or not shown; [ ] = remark or other dose.

SMILES | NALP1 yeast inh | MEKK2 WT-MEK5 | M18AAP inhibitor | UBC9 SUMO inh | MEKK3 PB1 HTS | MEKK2 mut-MEK5 | IDE cell inh | IDE act | pCIP destab
Nc1nnc(SCC(=O)Nc2cc(C(F)(F)F)ccc2N2CCOCC2)s1 | 36 | 104 | 6 | 13 | 104 | 4 | 2 | 4 | -10
Cc1c(NC(=O)CSC2=C(C#N)C(c3ccccc3F)CC(=O)N2)c(=O)n(-c2ccccc2)n1C (stereo not given) | 14 | 100 | -2 | 12 | 100 | 1 | 2 | 1 | 3
CC(=O)NC1=NN(C(C)=O)C(C)(c2cccnc2)S1 (stereo not given) | -3 | 98 | -1 | 9 | 100 | -2 | 3 | 3 | -4
CCN(CC)CCN(Cc1cc2cc3c(cc2[nH]c1=O)OCO3)C(=S)NCCOC | -4 | 78 | 22 | 0 | 69 | -9 | -1 | 2 | 7
CC(=O)c1ccc(NC(=O)CN2C(=O)CCC2=O)cc1 | 7 | 99 | -5 | 6 | 103 | -1 | 0 | 2 | 2
O=C(COC(=O)c1ccc(S(=O)(=O)Nc2ccccc2)cc1)NCCN1C(=O)CSC1=O | 0 | 105 | 7 | 6 | 102 | 1 | -4 | 1 | -8
O=C(NCc1nnc(SCC(=O)N2CCCC2)o1)c1cccc(C(F)(F)F)c1 | 8 | 100 | 4 | 15 | 103 | -1 | 0 | 4 | 8
Cc1c(NC(=O)COc2ccc(C(C)C)cc2)c(=O)n(-c2ccccc2)n1C | -4 | 106 | -1 | -4 | 104 | 6 | -2 | -1 | -3
Cc1nnc(SCc2cc([N+](=O)[O-])cc3c2OCOC3)n(N)c1=O | 6 | 103 | -5 | -4 | 107 | -37 | 1 | 5 | -6
CC(C)(C)NC(=O)NC(=O)CN1CCN(Cc2ccccc2)CC1 | 8 | 69 | -8 | 12 | 57 | -14 | -5 | -1 | 19

Next section (2 carried over from the part before).
SMILES | NALP1 yeast inh | MEKK2 WT-MEK5 | M18AAP inhibitor | UBC9 SUMO inh | MEKK3 PB1 HTS | MEKK2 mut-MEK5 | IDE cell inh | IDE act | pCIP destab
Cc1nnc(SCc2cc([N+](=O)[O-])cc3c2OCOC3)n(N)c1=O | 6 | 103 | -5 | -4 | 107 | -37 | 1 | 5 | -6
CC(C)(C)NC(=O)NC(=O)CN1CCN(Cc2ccccc2)CC1 | 8 | 69 | -8 | 12 | 57 | -14 | -5 | -1 | 19
Cc1cc2c(N=O)c(NO)ccc2[nH]1 | -2 | 102 | 4 | 3 | 100 | 7 | 0 | 8 | 0
CCN1CCN(C(=S)Nc2cc(C(=O)OC)ccc2C(=O)OC)CC1 | 7 | 103 | 3 | 10 | 104 | 8 | 2 | 3 | 10
OCCC1CN(Cc2ccc(-c3ccco3)cc2)CCN1Cc1ccsc1 (stereo not given) | 8 | 99 | -13 | 4 | 96 | -8 | 4 | 1 | -9
O=C(c1ccc2c(c1)C(=O)N(c1ccc(Cl)cc1)C2=O)N1CCN(c2ccccn2)CC1 | x | 101 | -1 | x | 99 | 4 | 0 | 5 | x
Cc1cc(/C=C2/SC(=O)N(CC(=O)OC(C)C)C2=O)c(C)n1C | 21 | 97 | 11 | -9 | 99 | -1 | -3 | 0 | -2
Clc1ncnc2scc(C3COc4ccccc4O3)c12 (stereo not given) | -31 | 100 | 3 | -2 | 103 | 3 | 2 | 3 | 8
CCCSc1cc(Cl)nc(N)n1 | -1 | 112 | 12 | 12 | 109 | 8 | 2 | 4 | -7
Cc1cc(=O)[nH]c(SC/C=C/c2ccccc2)n1 | -7 | 110 | 11 | -16 | 106 | 6 | 2 | 1 | 1
Cc1cccc2c(SCC(N)=O)nc(-c3ccccc3)nc12 | 14 | 107 | 1 | 17 | 103 | 3 | -3 | 0 | 0
CCOC(=O)C1CCN(C(=O)CCc2nnc3ccc(N4CCN(C)CC4)nn23)CC1 | 0 | 105 | 5 | 5 | 104 | 3 | 5 | -4 | -23
CN1CCN(NC(=O)Nc2ccc(Br)cc2)CC1 | 10 | 105 | -1 | 1 | 101 | 4 | -2 | 3 | 1
Fc1ccc(-c2cnn3c(-c4ccncc4)ccnc23)cc1 | 17 | 89 | -8 | 11 | 91 | -9 | 1 | 3 | -4
CN(C)S(=O)(=O)c1cc(NC(=O)[C@H](Cc2ccccc2)N2C(=O)c3ccccc3C2=O)ccc1Cl | 28 | 100 | -4 | -2 | 101 | -1 | 1 | 2 | -10
CCC(C)NS(=O)(=O)c1ccc(-c2csnn2)s1 (stereo not given) | -8 | 112 | 9 | 17 | 108 | 5 | -1 | -1 | 2
O=[N+]([O-])c1ccc(S(=O)(=O)N2CCN(Cc3c[nH]c4ccccc34)CC2)cc1 | 16 | 100 | 2 | 8 | 103 | -3 | -3 | 3 | 0
COc1cccc(C(=O)N2CCC(N3CC(C)OC(C)C3)CC2)c1 (stereo not given) | 36 | 99 | 0 | 13 | 98 | -3 | 4 | 6 | 0
COc1ccc(NS(=O)(=O)c2cccc(C(=O)N/N=C(\C)c3ccncc3)c2)cc1 | 7 | 96 | 5 | 8 | 96 | -2 | 3 | 5 | -7
O=C(NCC(c1cccnc1)N1CCN(c2ccccc2)CC1)c1ccc2c(c1)OCO2 (stereo not given) | 2 | 93 | 4 | 15 | 86 | -11 | 4 | 4 | -7
Cc1cccc(C)c1NC(=S)NCCc1ccccn1 | -4 | 103 | -1 | 14 | 104 | -2 | -6 | 0 | -30
Cc1nnc(NC(=O)c2ccc(Br)o2)s1 | 10 | 111 | -2 | 14 | 104 | 6 | -4 | 4 | -5
Cc1cccc(NC(=O)CSCC(=O)NCc2cccc(C(F)(F)F)c2)c1 | 12 | 103 | 0 | 6 | 100 | 3 | 1 | -2 | -5
COc1ccc(C(C)=O)cc1CSC(=N)N | -2 | 107 | 5 | -23 | 105 | -3 | 5 | 3 | 0
Cc1ccc(N=C(NO)c2nonc2N)cc1 | 37 | 100 | 3 | 18 | 100 | 0 | 1 | 5 | -9
CCn1cc(CNC(=O)c2cc(Cl)ccc2OC)c(C)n1 | -7 | 106 | -1 | 13 | 104 | 8 | 3 | 11 | -10
O=C(NCc1ccc(F)cc1)C1CCCN(S(=O)(=O)c2ccc(-n3cnnn3)cc2)C1 (stereo not given) | 8 | 100 | -6 | 26 | 102 | 2 | -2 | -1 | -11
CCC(=O)Nc1ccc(/C(C)=N/NC(=O)c2c(Br)c(C)nn2C)cc1 | 11 | 112 | -2 | 4 | 107 | 4 | 5 | 4 | 4
O=C(NCC1(c2ccccc2)CCCC1)C(=O)NCC1(c2ccccc2)CCCC1 | -24 | 98 | 0 | 13 | 104 | 0 | x | -5 | -5
COc1ccc(C(=O)CCc2ccccc2O)c(OC)c1 | -1 | 98 | 1 | 12 | 97 | 0 | -3 | 2 | -16
COC(C(=O)N/N=C/c1ccc(OCC(=O)N2CCOCC2)cc1)c1ccccc1 (stereo not given) | -8 | 100 | 2 | 13 | 101 | 0 | -2 | -2 | -26
O=C(Nc1c(F)cc(F)cc1Br)c1cc2nc(C(F)F)cc(C(F)F)n2n1 | x | 110 | 7 | 12 | 109 | 12 | 2 | 4 | -4
O=C(CCCn1c(=O)[nH]c2ccsc2c1=O)NC1CCCCC1 | 23 | 102 | -15 | 14 | 102 | -2 | 6 | 0 | -24
Cc1ccccc1Cn1c(C)cc(C)c(C#N)c1=O | 5 | 95 | 1 | -3 | 103 | -8 | 2 | 2 | 0
O=C(NCCCn1ccnc1)/C(=C\c1cccs1)NC(=O)c1ccco1 | 33 | 101 | -7 | 5 | 101 | -1 | 0 | 4 | 2
CCOc1ccc(-c2nnc3ccc(SCC(=O)Nc4nc5ccc(C)cc5s4)nn23)cc1 | 26 | 98 | 0 | 2 | 113 | 0 | -14 | 4 | -2
O=C(NCCCn1ccnc1)/C(=C/c1ccc(Cl)cc1)NC(=O)c1ccccc1 | 0 | 101 | 5 | 2 | 103 | -2 | -9 | 4 | -6
O=C(c1cccs1)N1CCc2ccccc21 | 25 | 104 | 7 | 4 | 104 | 3 | 3 | -7 | 2
CCOCCCn1c(=S)[nH]c2cc(C(=O)NCCCN(CC)CC)ccc2c1=O | 5 | 97 | -6 | 12 | 95 | -3 | 5 | 0 | 5
Cc1nc2ncnn2c(C)c1CCC(=O)Nc1ccc(S(=O)(=O)N2CCCCCC2)cc1 | 13 | 100 | -4 | 21 | 103 | 5 | -2 | 6 | -25
CN(C)Cc1cc2ccccc2c2c1COC2 | x | 95 | 2 | 18 | 93 | -6 | 7 | 6 | -10
CCOC(=O)c1[nH]c2ccc(OC)cc2c1C | 3 | x | -1 | 9 | x | x | 7 | 2 | -3
O=C1CCCC2=C1C(c1ccccc1)C1C(=O)c3ccccc3C1=N2 (stereo not given) | 19 | 100 | -1 | 21 | 101 | -2 | -5 | 0 | -2
O=C(CSc1ccc(-c2ccccn2)nn1)NC1CCCC1 | 4 | 105 | 2 | -20 | 102 | 4 | -2 | 4 | 13
Cc1cc(C)cc(OCC(=O)N/N=C\c2cn(C)nc2C)c1 | 29 | 98 | 11 | 18 | 99 | -4 | 2 | 3 | -3
Cc1nn(CC(O)COc2ccc3c(c2)CCC3)c(C)c1C (stereo not given) | 0 | 108 | -6 | -2 | 102 | 6 | 5 | -1 | -3
CC1(C(=O)O)CCC(C(=O)N2CCCCC2)C1(C)C (stereo not given) | 32 | 96 | 5 | 11 | 98 | -4 | -1 | -4 | -14
O=C(NCc1ccco1)C1CCN(C(=O)c2cc3sccc3n2Cc2ccc(F)cc2)CC1 | 8 | 85 | 11 | 10 | 85 | -7 | -3 | -2 | -11
C#CCOC(=O)/C(=C/c1ccc(F)cc1)NC(C)=O | 23 | 107 | 1 | -3 | 104 | 10 | 0 | 5 | -3
CN(C)c1ccc(NC(=O)C2CCCN(S(=O)(=O)c3ccccc3)C2)cc1 (stereo not given) | 23 | 102 | 8 | 0 | 107 | -3 | -3 | 0 | 12
CC(C)Oc1ccc(CN2CCC(n3nccc3NC(=O)c3cccnc3)CC2)cc1 | 16 | 142* | -15 | 10 | 108 | 20 | 0 | 6 | -11
NC(=O)C1CCN(C(=O)CC(c2ccccc2)c2ccccc2)CC1 | 4 | 108 | -7 | 10 | 104 | 1 | 0 | -3 | -13

2 compounds drawn at random from the list so far:
SMILES | NALP1 yeast inh | MEKK2 WT-MEK5 | M18AAP inhibitor | UBC9 SUMO inh | MEKK3 PB1 HTS | MEKK2 mut-MEK5 | IDE cell inh | IDE act | pCIP destab
CC1(C(=O)O)CCC(C(=O)N2CCCCC2)C1(C)C (stereo not given) | 32 | 96 | 5 | 11 | 98 | -4 | -1 | -4 | -14
O=C(CSc1ccc(-c2ccccn2)nn1)NC1CCCC1 | 4 | 105 | 2 | -20 | 102 | 4 | -2 | 4 | 13

(further entries)
SMILES | NALP1 yeast inh | MEKK2 WT-MEK5 | M18AAP inhibitor | UBC9 SUMO inh | MEKK3 PB1 HTS | MEKK2 mut-MEK5 | IDE cell inh | IDE act | pCIP destab
O=C(NCc1ccccc1)c1ccc2nnsc2c1 | 9 | 96 | 0 | -6 | 99 | 5 | 0 | -5 | -5
O=[N+]([O-])c1ccc(S(=O)(=O)Nc2nc(-c3ccccc3)cs2)cc1 | 5 | 98 | -2 | 12 | 97 | -1 | 1 | 5 | -13
COc1ccc(S(=O)(=O)N2CC3CCCN3c3cc(C(F)(F)F)ccc32)cc1 (stereo not given) | 2 | 95 | 1 | -28 | 102 | -1 | -8 | -4 | -6
COCCn1c(SCC(=O)Nc2ccccc2)nc2c(oc3ccccc32)c1=O | 0 | 7.0*[inhibitor] | -5 | 4 | 4.0*[inhibitor] | -46 | -2 | 9 | -5
CCOC(=O)N/N=C\c1ccc([N+](=O)[O-])s1 | 4 | 99 | 5 | 19 | 90 | -2 | -5 | 4 | 6
O=C(O)c1ccc2c(=O)n3c(nc2c1)/C(=C/c1ccc(Cl)cc1Cl)CC3 | -9 | 111 | -4 | 11 | 108 | 7 | 2 | -1 | -10

Source: PubChem BioAssay (several laboratories)

Some of the compounds tested; count on the stated rates, not on these rows.
